TRPC4 block: inhibitors of mouse TRPC4 channel | Q9QUQ5 | HEK293 TRPC4beta/mu-opioid, DAMGO-evoked Fluo4 calcium flux; stronger effect = lower value | B-score at 10 µM | hit rate 0.39% among 300,000;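 active means B-score over 3 SD under the library average, no early fluorescence shift, positive overall ratio signal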
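Material: HEK293 cells with stable TRPC4beta plus mu-opioid receptor expression; probe or stimulus: DAMGO in two steps, submaximal then maximal; technique: Fluo4 calcium fluorescence by kinetic imaging, 5 s 1 Hz baseline; measure: integrated fluorescence ratio relative to baseline, converted to per-well B score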
MrgX1 antagonist: antagonists of human MrgX1 receptor; hit rate 1.3% among 310,000; MRGX1-HEK293 calcium flux, Fluo-4, BAM8-22 antagonism; stronger effect = lower value; Q96LB2; AID 588676; B-score at 10 µM;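 active means calcium-response B-score plate-corrected more than 3 library SD below zero, starting fluorescence within 5 deviations, no agonist response on first addition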;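 further: peak minus trough fluorescence over baseline after final BAM8-22 challenge near maximal dose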
MrgX1 allo act: human MrgX1 positive allosteric modulation, primary screen; MrgX1-HEK293, Fluo-4 calcium flux, FDSS; stronger effect = higher value; AID 588675; Q96LB2; B-score at 10 µM; hit rate 0.63% among 310,000;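 active means plate-corrected calcium response at least 3 library SD above typical, normal starting fluorescence, not activating the receptor alone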;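 further: compound read alongside a low EC10 to EC30 dose of BAM8-22 agonist; peak minus trough fluorescence over baseline measured at the second addition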
RGS4 inh: human RGS4 inhibition | P49798 | HEK293 M3R/RGS4 inducible, Fluo-4 calcium flux; stronger effect = higher value; triggered by carbachol at its EC20 | B-score at 10 µM | hit rate 0.45% among 310,000;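 active means B-score, a plate-corrected calcium signal, over three deviations above library mean, with baseline fluorescence within five deviations of library mean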;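 further: RGS4 expression induced by doxycycline in cells with stable M3 receptor; B-score is computed from the integrated fluorescence ratio over baseline after carbachol; higher B-score means a larger calcium signal and so more RGS4 inhibition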
Target sequence (P49798 whole entry, looked up): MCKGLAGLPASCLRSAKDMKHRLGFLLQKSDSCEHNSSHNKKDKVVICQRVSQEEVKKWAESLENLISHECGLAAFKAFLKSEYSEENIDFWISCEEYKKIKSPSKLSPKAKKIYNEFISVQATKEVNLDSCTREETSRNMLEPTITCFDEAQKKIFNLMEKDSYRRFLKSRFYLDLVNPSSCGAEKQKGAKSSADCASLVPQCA
MrgX1 ag: agonists of human MrgX1 receptor; hit rate 0.44% among 310,000; Q96LB2; MrgX1-HEK293 cells, Fluo-4 calcium fluorescence, agonist mode; stronger effect = higher value; B-score at 10 µM; AID 588627;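 active means calcium response B-score plate-corrected fluorescence ratio at least 3 library SD, with starting fluorescence B-score inside 5 SD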
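Material: MrgX1-expressing HEK293 cells; input: 15,000 cells per well; doses: test compound given as first of three sequential additions; schedule: overnight plating before 1 h dye loading; technique: Fluo-4 NW calcium-flux fluorescence, kinetic read; evaluation: baseline-normalised fluorescence change ratio, B-scored; control set: plate-wise positive and negative controls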
TRPC4 agonist: TRPC4 (mouse) channel activation | B-score at 10 µM | HEK293 TRPC4beta/mu-opioid, Fluo4 calcium fluorescence; stronger effect = higher value | Q9QUQ5 | hit rate 0.49% among 310,000;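 active means B-score above 5 SD of library B-scores, and initial fluorescence ratio not above library mean plus 5 SD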;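 further: positive B-score marks a calcium rise read as TRPC4 activation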
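Technique: kinetic Fluo4 calcium fluorescence; Test system: TRPC4beta and mu-opioid receptor HEK293 stable cells; Measure: B-scored integrated calcium fluorescence ratio; Benchmarks: low control buffer alone, high control maximal DAMGO; Schedule: 45 min room-temperature Fluo4 loading, 110 s read.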
TRPC6 act: activates the mouse TRPC6 cation channel; hit rate 0.13% among 310,000; AID 2550; HEK293-TRPC6 membrane potential dye fluorescence; stronger effect = higher value; B-score at 10 µM; Q61143;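 active means B-score of the integrated fluorescence ratio above library mean plus 3 SD, and starting fluorescence ratio within library mean plus 5 SD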;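 further: higher score means more depolarization so channel activation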
Target sequence (Q61143 whole entry, looked up): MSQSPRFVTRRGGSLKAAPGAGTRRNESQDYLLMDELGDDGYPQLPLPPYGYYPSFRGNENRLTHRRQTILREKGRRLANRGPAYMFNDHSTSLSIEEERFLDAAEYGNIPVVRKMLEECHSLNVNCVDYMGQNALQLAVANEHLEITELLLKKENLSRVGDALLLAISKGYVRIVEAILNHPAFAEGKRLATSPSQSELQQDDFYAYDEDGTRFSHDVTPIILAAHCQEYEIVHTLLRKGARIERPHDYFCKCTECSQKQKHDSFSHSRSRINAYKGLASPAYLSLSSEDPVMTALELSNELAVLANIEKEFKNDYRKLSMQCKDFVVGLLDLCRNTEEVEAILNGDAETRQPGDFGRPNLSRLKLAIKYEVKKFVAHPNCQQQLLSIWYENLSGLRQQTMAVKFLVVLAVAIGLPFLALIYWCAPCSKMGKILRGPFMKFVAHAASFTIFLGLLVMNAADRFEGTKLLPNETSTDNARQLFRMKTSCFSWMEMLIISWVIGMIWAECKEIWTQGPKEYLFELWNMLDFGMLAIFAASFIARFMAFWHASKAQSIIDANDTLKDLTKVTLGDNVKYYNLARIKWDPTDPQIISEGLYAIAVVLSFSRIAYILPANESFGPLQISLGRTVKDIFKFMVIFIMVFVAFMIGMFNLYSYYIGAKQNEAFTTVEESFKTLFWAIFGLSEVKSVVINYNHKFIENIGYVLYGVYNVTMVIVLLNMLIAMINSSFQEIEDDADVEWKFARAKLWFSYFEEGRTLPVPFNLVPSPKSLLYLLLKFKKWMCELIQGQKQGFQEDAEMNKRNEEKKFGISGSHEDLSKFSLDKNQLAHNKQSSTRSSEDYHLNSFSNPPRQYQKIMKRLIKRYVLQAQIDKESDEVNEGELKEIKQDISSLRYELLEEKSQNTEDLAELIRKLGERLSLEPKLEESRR
TRPC4 potent: TRPC4 (mouse) allosteric potentiation. hit rate 0.42% among 310,000. HEK293 TRPC4beta/mu-opioid, DAMGO EC20, Fluo-4 Ca2+ flux; stronger effect = higher value. Q9QUQ5. B-score at 10 µM;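 active means B-score of calcium response area above 5 SD of library B-scores, with initial fluorescence ratio within 5 SD of library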;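 further: B-score of integrated fluorescence ratio over time as area under calcium response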
TRPC6 inh: blocks the mouse TRPC6 cation channel | Q61143 | HEK293-TRPC6, membrane potential dye, ACh-evoked depolarization; stronger effect = lower value | B-score at 10 µM | hit rate 1.1% among 310,000 | AID 2553;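 active means B-score under library mean minus 3 SD, initial fluorescence not abnormally high, positive integrated signal ratio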;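 further: B-score derived from integrated fluorescence ratio over the kinetic read; more negative B-score means stronger inhibition of depolarization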
ANO1 activ: mouse TMEM16A channel activation, primary screen | AID 623877 | Q8BHY3 | B-score at 10 µM | hit rate 0.3% among 340,000 | HEK293 TMEM16A/YFP-H148Q/I152L, iodide quench fluorescence; stronger effect = lower value;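 active means fluorescence-ratio B-score plate-corrected deviation score at least 3 library SD below zero, with starting fluorescence score within 5 deviations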;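 further: channel opened by trigger with iodide after compound preincubation; score built on the fluorescence ratio of max minus min over baseline; more negative score means more quench and so TMEM16A activation or potentiation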
ANO1 block: blocks the mouse calcium-activated chloride channel TMEM16A. normalized B-score (activity score, 25-100; higher = stronger inhibition) at 10 µM. AID 588511. hit rate 1.2% among 310,000. HEK293 TMEM16A/YFP iodide influx fluorescence, ionomycin;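 active means ratio plate-corrected score three or more library SD toward inhibition, starting fluorescence score within five deviations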;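 further: score derived from kinetic fluorescence span divided by baseline fluorescence per well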
* = called active by the depositor; i = inactive; · = no result given.

SMILES | TRPC4 block | MrgX1 antagonist | MrgX1 allo act | RGS4 inh | MrgX1 ag | TRPC4 agonist | TRPC6 act | TRPC4 potent | TRPC6 inh | ANO1 activ | ANO1 block
NNc1ccc2nncn2n1 | i | i | i | i | i | i | i | i | i | i | i
CS(=O)(=O)N1CCc2nc(-c3ccccc3)sc2C1 | i | i | i | i | i | i | i | i | i | · | i
Cc1ccc(/C=C/C(=O)O)cc1S(=O)(=O)NCc1cccnc1 | i | i | i | i | i | i | i | i | i | i | i
Cc1ccc(C(=O)c2nccn2C)cc1C | i | i | i | i | i | i | i | i | i | i | i
CCn1c(CNc2cccc(Cl)c2)nnc1SCC(=O)OC1CCCCC1 | i | i | i | i | i | i | i | i | i | i | i
O=C(COc1ncnc2cc(Cl)ccc12)c1ccc2c(c1)OCCO2 | i | i | i | i | i | i | i | i | i | i | i
Cc1cccc(C)c1NC(=O)CS(=O)CC(=O)NC1CCN(Cc2ccccc2)CC1 (stereo not given) | i | i | i | i | i | i | i | i | i | i | i
C[N+](C)(C)CC/C=C1/c2ccccc2CSc2ccccc21 | i | i | i | i | i | i | i | i | -5.5* | i | i
C=CCN(CC=C)C(=O)C(=O)c1ccn(-c2c(C)csc2C(=O)OC)c1 | i | i | i | i | i | i | i | i | i | i | i
CCN(c1ccccc1)S(=O)(=O)c1nnc(NC(=O)C(C)(C)C)s1 | i | i | i | i | i | i | i | i | i | · | i
O=C(CCC(=O)c1cccs1)NCc1cccc(Cl)c1 | i | i | i | i | i | i | i | i | i | i | i
COc1ccc2cc(CCNC(=O)c3ccc(S(=O)(=O)N4CCOCC4)cc3)c(=O)[nH]c2c1 | i | i | i | i | i | i | i | i | i | i | i
CCOC(=O)c1sc(N(Cc2ccccc2)C(=O)CN2C(=O)CN(C)C2=O)nc1C | i | i | i | i | i | i | i | i | i | i | i
N#C/C(=C(\O)c1ccco1)c1ccccn1 | i | i | i | i | i | i | i | i | i | i | i
COc1cc(/C=C2\N=C(c3c(-c4ccccc4)noc3C)OC2=O)ccc1OC(C)=O | i | i | i | i | i | i | i | i | i | i | i
O=C(Nc1nc2ccccc2[nH]1)C1CC1 | i | i | i | i | i | i | i | i | i | -5.8* | i
N#CC1(c2ccccc2)CCCN1C(=O)c1ccc(Br)o1 (stereo not given) | i | i | i | i | i | i | i | i | i | i | i
Oc1ccc(O)c2c1C1c3ccccc3C2c2ccccc21 | i | i | i | i | i | i | i | i | i | · | i
Cc1ccc(S(=O)(=O)CC(=O)c2cc(C)c(O)c(C)c2)cc1 | i | i | i | i | i | i | i | i | i | i | i
O=C(Nc1nnc(CCc2ccccc2)s1)C1CCCO1 (stereo not given) | i | i | i | i | i | i | i | i | i | i | i
Cc1ccc(NC(=O)CSc2nc3ccc(Nc4nc(N5CCOCC5)nc(N5CCOCC5)n4)cc3s2)cc1 | i | i | i | i | i | i | i | i | i | i | i
COc1ccc(/C=C/C(=O)Nc2ccc(-n3nncc3-c3ccccc3)cc2)cc1OC | i | i | i | i | i | i | i | i | i | i | i
COC(=O)c1cn(CCOc2ccccc2OC)c2ccccc12 | i | i | i | i | i | i | i | i | i | i | 25*
CC(C)(C)C(=O)NC(=S)Nc1ccccc1C(=O)NC1CCCCC1 | i | i | i | i | i | i | i | i | i | i | i
COc1ccccc1CC(=O)Nc1sc2c(c1C(N)=O)CCCC2 | i | i | i | i | i | i | i | i | i | i | i
(continued)
SMILES | TRPC4 block | MrgX1 antagonist | MrgX1 allo act | RGS4 inh | MrgX1 ag | TRPC4 agonist | TRPC6 act | TRPC4 potent | TRPC6 inh | ANO1 activ | ANO1 block
Cc1noc(C)c1CSCC(=O)Nc1ccc(OC(F)F)c(Cl)c1 | i | i | i | i | i | i | i | i | i | i | i
COCCNC(=O)C(c1ccc(OC)cc1)N(Cc1ccco1)C(=O)CCC(=O)Nc1ccccn1 (stereo not given) | i | i | i | i | i | i | i | i | i | i | i
CNC(=O)NC(=O)COc1c(F)c(F)cc(F)c1F | i | i | i | i | i | i | i | i | i | i | i
CC(C)c1ccc(N2C=Nc3ccc(C(C)C)cc3C2)cc1 | i | i | i | i | i | i | i | i | i | i | i
CCSc1nnc(NC(=O)C2Cc3ccccc3CN2S(=O)(=O)CC)s1 (stereo not given) | i | i | i | i | i | i | i | i | i | i | i
CCOC(=O)/C(=N\Nc1cccc(C(F)(F)F)c1)N1CCOCC1 | i | i | i | i | i | i | i | i | i | i | i
CCOc1ccc(S(=O)(=O)Nc2cccc(C(=O)N3CC(C)OC(C)C3)c2)cc1 (stereo not given) | i | i | i | i | i | i | i | i | i | i | i
Cc1cc(/C=C2/SC(=O)N(CC(=O)N3CCCC3)C2=O)ccc1N1CCOCC1 | i | i | i | i | i | i | i | i | i | i | i
O=C(NCC1CC1)c1ccc2c3n(nc2c1)-c1ccccc1CO3 | i | i | i | i | i | i | i | i | i | i | i
COc1ccccc1NC(=O)COc1ccc(/C=N/NC(=O)CSCc2ccc(Cl)cc2)cc1 | i | i | i | i | i | i | i | i | i | i | 100*
COc1ccccc1C(=O)NC(=O)Nc1c(C)cc(C)cc1C | i | i | i | i | i | i | i | i | i | i | i
OCCSc1nc(-c2ccccc2)nc2ccc(F)cc12 | i | i | i | i | i | i | i | i | i | i | i
COc1ccc(Cl)cc1CSc1n[nH]c(C)n1 | i | i | i | i | i | i | i | i | i | i | i
CCOc1ccc(OCC(=O)OCC(=O)N2CCN(C(=O)c3ccco3)CC2)cc1 | i | i | i | i | i | i | i | i | i | i | i
O=S(=O)(Cc1ccc(Cl)cc1)CC(O)COCc1ccccc1 (stereo not given) | i | i | i | i | i | i | i | i | i | i | i
O=[N+]([O-])/C(C(=C(Cl)Cl)N1CCOCC1)=C1\NCCO1 | i | i | i | i | i | i | i | i | i | i | i
CC(=O)N(C)c1ccc(NS(=O)(=O)c2cccc3nsnc23)cc1 | i | i | i | i | i | i | i | i | i | i | i
O=C(COC(=O)c1ccccc1NC(=O)c1ccco1)Nc1ccc2c(c1)OCO2 | i | i | i | i | i | i | i | i | i | i | i
COc1ccccc1NS(=O)(=O)c1cc2c3c(c1)CCN3C(=O)CC2 | i | i | i | i | i | i | i | i | i | i | i
CCN1CCN(CC(=O)Nc2ccc(C)cc2C)C(=O)C1=O | i | i | i | i | i | i | i | i | i | i | i
N#CCCn1cc(/C=N/O)c(-c2cccc([N+](=O)[O-])c2)n1 | i | i | i | i | i | i | i | i | i | i | i
CCn1c2ccccc2c2cc(NC(=O)CSc3nnc(C4CC4)n3Cc3ccco3)ccc21 | i | i | i | i | i | i | i | i | i | i | i
Oc1ccc(-n2nnnc2SCc2c(F)cccc2Cl)cc1 | i | i | i | i | i | i | i | i | i | i | i
CC1(N2CCOCC2)CC2(O)C(=[N+]1[O-])CCc1nonc12 (stereo not given) | i | i | i | i | i | i | i | i | i | · | i
COc1ccccc1N1CCN(C(=O)c2ccc3c(c2)NC(=O)C(CSCc2ccccc2C)N3)CC1 (stereo not given) | i | i | i | i | i | i | i | i | -8.8* | · | i
(list continues)
SMILES | TRPC4 block | MrgX1 antagonist | MrgX1 allo act | RGS4 inh | MrgX1 ag | TRPC4 agonist | TRPC6 act | TRPC4 potent | TRPC6 inh | ANO1 activ | ANO1 block
Cc1ccc(OCC(=O)NCCCNC(=O)c2cccnc2)cc1C | i | i | i | i | i | i | i | i | i | i | i
COc1ccccc1NC(=O)C1=C(C)NC(=O)NC1c1cccc(OC)c1OC (stereo not given) | i | i | i | i | i | i | i | i | i | i | i
NC(=O)C1(N2CCCCC2)CCN(C(=O)c2ccc(-n3cnnn3)cc2)CC1 | i | i | i | i | i | i | i | i | i | i | i
CC(C)(C)OC(=O)N1CCC2(CC1)C(C#N)=C(N)OC1=C2C(=O)CCC1 | i | i | i | i | i | i | i | i | i | i | i
CN(C)NC(=S)NC1CC2CCC1C2 (stereo not given) | i | i | i | i | i | i | i | i | i | i | i
O=C(NCc1ccccc1Cl)C(=O)NCC1CCCN1S(=O)(=O)c1cccs1 (stereo not given) | i | i | i | i | i | i | i | i | i | i | i
CS(=O)(=O)c1ccc(-n2c(=O)n(Cc3ccccc3)c(=O)c3[nH]cnc32)cc1 | i | i | i | i | i | i | i | i | i | i | i
COc1ccc(NC2SC(=O)N(CC(=O)O)C2=O)cc1 (stereo not given) | i | i | i | i | i | i | i | i | i | i | i
Cc1cc(C)nc(N2CCCC(C(=O)NCc3ccccc3F)C2)n1 (stereo not given) | i | i | i | i | i | i | i | i | i | i | i
CCOc1ccc2nc(N/C(N)=N/C(=S)Nc3cccc(OC)c3)nc(C)c2c1 | i | i | i | i | i | i | i | i | i | i | i
NC(=O)c1ccccc1OCCOc1ccc(Br)cc1 | i | i | i | i | i | i | i | i | i | i | i
O=C(CCC(=O)N1CCCCC1)Nc1ccc(Cl)c(Cl)c1 | i | i | i | i | i | i | i | i | i | i | i
Cc1ccc(C(=O)COC(=O)CCc2nc3ccccc3[nH]c2=O)cc1C | i | i | i | i | i | i | i | i | i | i | i
CCC(C)Sc1cccc(-c2nc3ccc(C)cn3c2NC2CCCCC2)c1 (stereo not given) | i | i | i | i | i | i | i | i | i | i | i
Cc1ccc(C2NC(C(=O)O)CS2)cc1 (stereo not given) | i | i | i | i | i | i | i | i | i | · | i
Cc1ccc(NC(=O)CNCc2ccccc2Cl)cc1S(=O)(=O)N(C)C | i | i | i | i | i | i | i | i | i | i | i
COc1ccccc1NC(=O)C1CCCN(S(=O)(=O)c2cnc[nH]2)C1 (stereo not given) | i | i | i | i | i | i | i | i | i | i | i
CCCn1c(=O)c(C(=O)Nc2ncccc2O)c(O)c2ccccc21 | i | i | i | i | i | i | i | i | i | i | i
CC(NC(=O)c1cccnc1)C(=O)O (stereo not given) | i | i | i | i | i | i | i | i | i | i | i
O=C(O)CCN1CCOCC1 | i | i | i | i | i | i | i | i | i | i | i

Assay outcomes (PubChem BioAssay)

Compounds were not picked by outcome; about 5.8% have a hit in one of these screens.
